Assay outcomes: PubChem BioAssay, National Center for Advancing Translational Sciences (NCATS)
ATXN viability: viability counter-screen for ATXN expression inhibitors. Potency, µM (titrated, usually from 56.7 µM), most hits filed as cytotoxic. 400,000 compounds, 0.49% hits. AID 651635. S2 cells (HEK-293 line with an ATXN2-luciferase reporter) viability, CellTiter-Fluor protease fluorescence, 24 h; further: nearly all actives have a fitted effect of over 40% in size
TGFb inhibitor: blocks TGF-b signaling; HepG2 CAGA-GFP TGF-b/SMAD3 reporter, GFP fluorescence, 18 h; TGF-beta stimulated, 500 pg/mL final; AID 588855; Potency, µM (titrated, usually from 46.1 µM), for inactives: at the highest dose activity, negative = inhibition, actives largely listed as inhibitors; 410,000 compounds, 1.2% hits; further: on the % scale 0 is the no-effect control and ±100 the full control effect; nearly all actives have a fitted effect of over 65% in size
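TGF-beta reporter screen: HEPG2 CAGA-GFP, 1% FBS, 500 pg/mL TGF-beta final, 18 h; per-cell GFP summed per well; curves fitted and categorized by class.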
HepG2 viability: HepG2 cytotoxicity, counter-screen for TGF-b inhibitors | 410,000 compounds, 0.76% hits | AID 588856 | HepG2 CAGA-GFP viability, ATP luminescence, 18 h | Potency, µM (highest dose often 46.1 µM), for inactives: at the top dose activity change, negative = cytotoxicity, usual class: cytotoxic; further: some results filed as inactive show a strong effect at the top dose
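HepG2 CAGA-GFP cells (1000/well, DMEM with 1% FBS) received compound, then TGF-beta at 500 pg/mL final, and were incubated 18 hours at 37 degrees C. Viability was read by CellTiter-Glo luminescence. Media-only wells were set as complete cell-killing and DMSO as no toxicity.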
EPAC2 antag: antagonists of human EPAC2; 360,000 compounds, 0.18% hits; AID 720708; Potency, µM (highest dose often 114 µM), without a hit: at the highest dose activity, negative = inhibition, most hits filed as inhibitors; EPAC2 GEF exchange of Rap1B-BODIPY-GDP, fluorescence; further: on the % scale 0 is the no-effect control and ±100 the full control effect; nearly all actives have a fitted effect of over 45% in size; many of its hits are not listed in these tables
Target sequence (Q8WZA2 whole entry, looked up): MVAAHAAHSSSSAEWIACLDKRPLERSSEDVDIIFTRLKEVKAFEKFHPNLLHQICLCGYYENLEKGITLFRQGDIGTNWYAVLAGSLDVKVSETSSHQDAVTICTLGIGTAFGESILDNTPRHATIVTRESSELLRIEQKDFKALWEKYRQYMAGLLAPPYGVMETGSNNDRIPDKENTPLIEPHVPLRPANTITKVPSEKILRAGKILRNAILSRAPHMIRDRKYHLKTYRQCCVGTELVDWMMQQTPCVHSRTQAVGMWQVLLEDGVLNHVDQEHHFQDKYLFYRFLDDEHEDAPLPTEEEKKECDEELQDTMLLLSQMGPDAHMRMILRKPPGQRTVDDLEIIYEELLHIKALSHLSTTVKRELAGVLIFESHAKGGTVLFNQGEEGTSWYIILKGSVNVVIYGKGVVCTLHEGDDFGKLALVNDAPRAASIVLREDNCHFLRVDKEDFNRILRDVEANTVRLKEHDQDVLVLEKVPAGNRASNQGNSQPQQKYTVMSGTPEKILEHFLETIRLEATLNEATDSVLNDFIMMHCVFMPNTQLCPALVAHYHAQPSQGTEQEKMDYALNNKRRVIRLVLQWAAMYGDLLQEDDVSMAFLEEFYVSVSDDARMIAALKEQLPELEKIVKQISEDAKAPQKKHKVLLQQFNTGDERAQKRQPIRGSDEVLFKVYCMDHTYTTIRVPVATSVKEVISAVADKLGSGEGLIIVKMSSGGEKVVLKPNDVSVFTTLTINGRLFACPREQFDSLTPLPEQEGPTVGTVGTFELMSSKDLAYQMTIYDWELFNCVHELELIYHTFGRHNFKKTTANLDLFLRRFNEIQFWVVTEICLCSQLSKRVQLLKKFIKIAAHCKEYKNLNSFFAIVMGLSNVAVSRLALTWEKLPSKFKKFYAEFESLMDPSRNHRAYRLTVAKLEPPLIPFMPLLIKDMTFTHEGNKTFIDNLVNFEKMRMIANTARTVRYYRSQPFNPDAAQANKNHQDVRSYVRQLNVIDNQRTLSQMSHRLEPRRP
Nrf2 activator: activates Nrf2 signaling. Potency, µM (highest dose often 46.1 µM), inactives show at the highest dose activation, hits mostly activators. AREc32 ARE-luciferase reporter (MCF7-derived line), luminescence, 24 h. 410,000 compounds, 0.31% hits. AID 624171; further: % of control where 0% means no effect; nearly all actives have a fitted effect of over 65% in size
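Nrf2 activation is followed as ARE-luciferase induction in the AREc32 line after one day of compound treatment; luminescence is read with Steady-Glo.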
ATXN2 expr inh: reduces ATXN2 reporter expression in HEK-293 cells; 360,000 compounds, 0.72% hits; HEK-293 ATXN2-luciferase reporter, luminescence, 24 h; Potency, µM (highest dose often 57 µM), for inactives: top-dose activity change, negative = inhibition, actives largely listed as inhibitors; further: on the % scale 0 is the no-effect control and ±100 the full control effect; nearly all actives have a fitted effect of over 55% in size
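qHTS (up to 57 uM final) was run with 24 h compound exposure of reporter cells at 37 °C. Each well was multiplexed: SteadyGlo luminescence measured ATXN2-luciferase expression after a fluorogenic Gly-Phe-AFC viability readout (25 uM final).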
Nrf2 inh: Nrf2 pathway inhibition; A549 ARE-Fluc reporter, luciferase luminescence, 18-24 h; 360,000 compounds, 2.1% hits; Potency, µM (top dose mostly 46 µM), for inactives: at the highest dose activity change, negative = inhibition, most hits filed as inhibitors; further: on the % scale 0 is the no-effect control and ±100 the full control effect; nearly all actives have a fitted effect of over 60% in size
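In this cell-based qHTS, ARE-driven firefly luciferase in A549 cells reports Nrf2 activity; the luminescent signal after BugLite lysis is the measured value, with a prior CellTiter-Fluor read for cell health.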
MCF10A rereplic: DNA re-replication induction in MCF 10a cells | MCF 10A DNA re-replication, Hoechst nuclear intensity, 48 h | Potency, µM (highest dose often 46.1 µM), inactives show at the top dose activity, positive = re-replication, most hits filed as activators | 350,000 compounds, 2.9% hits; further: % of control where 0% means no effect; nearly all actives have a fitted effect of over 50% in size
A549 viability: kills or reduces viability of A549 cells in Nrf2 counter-screen | A549 ARE-Fluc cells, CellTiter-Fluor viability, 18-24 h | Potency, µM (doses to about 46 µM), without a hit: at the top dose activity change, negative = cytotoxicity, usual class: inhibitors | 390,000 compounds, 0.16% hits; further: on the % scale 0 is the no-effect control and ±100 the full control effect
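A549 ARE_Fluc cells in 5% FBS OPTI-MEM were exposed to compounds in concentration-response for 18-24 h at 37 deg C. Viability was read by CellTiter-Fluor fluorescence (Ex 405/Em 525) after 30 min, before the luciferase read.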
The depositor's hits bear a star; [ ] = remark or other dose. The call rests on the fitted dose curve; in most records, active means well fitted curve in the direction sought with a large enough effect; inconclusive means small, poorly fitted or top-dose-only effect, or another doubt; inactive means no such curve, though single readings can be large; an effect the other way counts as inactive or inconclusive. Potency means the concentration at half of the fitted maximal effect. This is a subset; the hit share may differ from the screen's.

For CC(C)(C)OC(=O)N1C(=O)[C@](OC(=O)c2ccccc2)(c2ccccc2)c2cccc(F)c21 the results were ATXN viability inconclusive, EPAC2 antag -5%, Nrf2 activator -0.8% and ATXN2 expr inh -26%.
`COc1ccc(S(=O)(=O)N(C)C[C@H]2Oc3ccc(NS(=O)(=O)c4cccs4)cc3C(=O)N([C@H](C)CO)C[C@@H]2C)cc1` gave ATXN viability inactive, TGFb inhibitor -8%, HepG2 viability -18%, EPAC2 antag -13%, Nrf2 activator 0.0%, ATXN2 expr inh 6%, Nrf2 inh -3%, MCF10A rereplic 3.3µM* and A549 viability 3%.
For Oc1ccc2ccccc2c1CN1CCOCC1 the results were ATXN viability inactive, TGFb inhibitor -2%, HepG2 viability 28%, EPAC2 antag -1%, Nrf2 activator 6.3%, ATXN2 expr inh 17%, Nrf2 inh -10%, MCF10A rereplic -6% and A549 viability 3%.
COc1cc(-c2nc(Cn3nnc(C(=O)Nc4ccc(C)cc4C)c3C)c(C)o2)cc(OC)c1OC was read as ATXN viability inactive, TGFb inhibitor 12%, HepG2 viability -6%, Nrf2 activator -2.6%, ATXN2 expr inh -5%, Nrf2 inh -11% and A549 viability 9%.
`CCC(=O)Nc1ccc(-c2nnc3c4ccccc4c(C)nn23)cc1` gave TGFb inhibitor 3%, HepG2 viability -1%, Nrf2 activator 4.9%, Nrf2 inh -19% and A549 viability -6%.
`Cc1cc(=O)oc2cc(OCC(=O)OCC(=O)N(CCC#N)c3ccccc3)ccc12` gave ATXN viability inactive, TGFb inhibitor 1%, HepG2 viability 5%, EPAC2 antag 1%, Nrf2 activator 0.6%, ATXN2 expr inh -18%[2.22 µM], Nrf2 inh 15%, MCF10A rereplic -25% and A549 viability 0%.
COCOc1cccc(CN2CCC2(C)C(=O)Nc2ccc(C)cc2)c1 (configuration not stated) was read as ATXN viability inactive, TGFb inhibitor -17%, HepG2 viability -5%, EPAC2 antag inconclusive, Nrf2 activator 3.3% and ATXN2 expr inh 14%.
`Cc1ccc(C)c(NC(=O)[C@@H]2CCCN2S(=O)(=O)c2ccccc2F)c1` gave ATXN viability inactive, TGFb inhibitor -7%, HepG2 viability -23%, EPAC2 antag 1%, Nrf2 activator -1.6%, ATXN2 expr inh -14%, Nrf2 inh 2%, MCF10A rereplic 8% and A549 viability 4%.
`Cc1ccc(CN(c2ccc(C(=O)N3CCOCC3)cc2)S(C)(=O)=O)cc1` gave ATXN viability inactive, TGFb inhibitor 24%, HepG2 viability 1%, EPAC2 antag 1%[57.1 µM], Nrf2 activator 0.0%, ATXN2 expr inh -2%, Nrf2 inh -5%, MCF10A rereplic -19% and A549 viability -7%.
Screening COc1cc(NC(=O)c2cnn3c(C)cc(C)nc23)c(OC)cc1Cl returned ATXN viability inactive, TGFb inhibitor -7%, HepG2 viability -18%, EPAC2 antag -6%, Nrf2 activator 5.9%, ATXN2 expr inh 13%, Nrf2 inh -1%, MCF10A rereplic -2% and A549 viability -2%.
Screening O=C(CSC(=S)N1CCOCC1)c1cc(Br)cc(Br)c1O returned ATXN viability inactive, TGFb inhibitor -49%, HepG2 viability -19%, EPAC2 antag 5%, Nrf2 activator 4.4%, ATXN2 expr inh -12%, Nrf2 inh 3%, MCF10A rereplic -10% and A549 viability 0%.
O=S(=O)(c1ccc(-c2ccon2)s1)N1CCN(c2ccncc2)CC1 was read as ATXN viability inactive, TGFb inhibitor 0%, HepG2 viability -44%, EPAC2 antag 3%, Nrf2 activator -0.6%, ATXN2 expr inh 3%, Nrf2 inh 2%, MCF10A rereplic 24% and A549 viability 1%.
For CC(=O)c1nc2ccccc2n1CCc1ccccc1 the results were ATXN viability inactive, TGFb inhibitor -2%, HepG2 viability -32%, EPAC2 antag -16%, Nrf2 activator 15%, ATXN2 expr inh -21%, Nrf2 inh 11%, MCF10A rereplic 1.8µM* and A549 viability 0%.
CCC1CCCCN1C(=O)CSc1nc(-c2ccc(OC)cc2)cc(C(F)(F)F)n1 (configuration not stated) was read as ATXN viability inconclusive, TGFb inhibitor inconclusive, HepG2 viability -34%, Nrf2 activator -0.2%, ATXN2 expr inh inconclusive, Nrf2 inh 21µM* and A549 viability -6%.
CC(C)c1ccc(NC(=O)CSc2nnc(-c3ccccn3)n2C)cc1 was read as ATXN viability inconclusive, TGFb inhibitor -12%, HepG2 viability 3%, EPAC2 antag -1%, Nrf2 activator 1.0%, ATXN2 expr inh 1%, Nrf2 inh -3%, MCF10A rereplic -2% and A549 viability -3%.
Cc1c(CCNC(=O)Cc2ccccc2)sc2nc(-c3ccc(F)cc3)nn12 was read as TGFb inhibitor inconclusive, HepG2 viability -22%, Nrf2 activator 3.8% and A549 viability -1%.
COc1ccc(/C=C2\CCC(C3CCCC3)C2=O)cc1Cn1cccn1 (configuration not stated) was read as ATXN viability inconclusive, TGFb inhibitor -23%, HepG2 viability -19%, EPAC2 antag inconclusive, Nrf2 activator -0.3%, ATXN2 expr inh 4%, Nrf2 inh inconclusive, MCF10A rereplic 54% and A549 viability 6%.
For COc1ccccc1NS(=O)(=O)c1cccc(NC(=O)c2ccc3ccccc3n2)c1 the results were ATXN viability inactive, TGFb inhibitor inconclusive, HepG2 viability 9%, EPAC2 antag 4%, Nrf2 activator 6.5%, ATXN2 expr inh 22%, Nrf2 inh inconclusive, MCF10A rereplic -33%[inhibitor] and A549 viability -16%.
Cc1nn(Cc2c(F)cccc2Cl)c(=O)c2ccccc12 was read as ATXN viability inactive, TGFb inhibitor 6%, HepG2 viability -8%, EPAC2 antag inconclusive, Nrf2 activator 0.6%, ATXN2 expr inh 3%, Nrf2 inh 0%, MCF10A rereplic 3% and A549 viability 0%.
`COc1ccc(-c2nc(-c3ccccn3)ncc2S(C)(=O)=O)cc1` gave ATXN viability inactive, TGFb inhibitor -8%, HepG2 viability 15%, EPAC2 antag 3%, Nrf2 activator -0.3%, ATXN2 expr inh 9%[11.3 µM], Nrf2 inh -3%, MCF10A rereplic -15% and A549 viability 0%.

Nothing new here: three of the compounds above.
For COc1ccccc1NS(=O)(=O)c1cccc(NC(=O)c2ccc3ccccc3n2)c1 the results were ATXN viability inactive, TGFb inhibitor inconclusive, HepG2 viability 9%, EPAC2 antag 4%, Nrf2 activator 6.5%, ATXN2 expr inh 22%, Nrf2 inh inconclusive, MCF10A rereplic -33%[inhibitor] and A549 viability -16%.
Cc1nn(Cc2c(F)cccc2Cl)c(=O)c2ccccc12 was read as ATXN viability inactive, TGFb inhibitor 6%, HepG2 viability -8%, EPAC2 antag inconclusive, Nrf2 activator 0.6%, ATXN2 expr inh 3%, Nrf2 inh 0%, MCF10A rereplic 3% and A549 viability 0%.
`COc1ccc(-c2nc(-c3ccccn3)ncc2S(C)(=O)=O)cc1` gave ATXN viability inactive, TGFb inhibitor -8%, HepG2 viability 15%, EPAC2 antag 3%, Nrf2 activator -0.3%, ATXN2 expr inh 9%[11.3 µM], Nrf2 inh -3%, MCF10A rereplic -15% and A549 viability 0%.

The list continues.
`COC(=O)c1ccc(S(=O)(=O)N2CCCCC2)o1` gave ATXN viability inactive, TGFb inhibitor -1%, HepG2 viability -13%, EPAC2 antag 2%[57.1 µM], Nrf2 activator -0.4%, ATXN2 expr inh 2%, Nrf2 inh 2%, MCF10A rereplic 2% and A549 viability 22%.
`C[C@H](CO)N1C[C@H](C)[C@@H](CN(C)C(=O)Nc2ccc3c(c2)OCO3)Oc2c(NC(=O)Cc3ccccc3)cccc2C1=O` gave ATXN viability inactive, TGFb inhibitor 12%, HepG2 viability 15%, EPAC2 antag -13%, Nrf2 activator 0.3%, ATXN2 expr inh 7%, Nrf2 inh 5%, MCF10A rereplic -1% and A549 viability 3%.
`CCOC(=O)c1ccc(NC(=O)CCc2ccc(CC)o2)cc1` gave ATXN viability inactive, TGFb inhibitor -5%, HepG2 viability -28%, EPAC2 antag -3%, Nrf2 activator 4.1%, ATXN2 expr inh 7%, Nrf2 inh inconclusive, MCF10A rereplic inconclusive and A549 viability -9%.
`CN(C)/C=C1\C=C2C(=O)c3ccccc3N2C1=O` gave TGFb inhibitor inconclusive, HepG2 viability -18%, EPAC2 antag 418%[activator], Nrf2 activator 7.3%, ATXN2 expr inh 7%, Nrf2 inh 2%, MCF10A rereplic 13% and A549 viability 25%.
CC(C)COc1ccc(S(=O)(=O)n2cc(F)c(=O)[nH]c2=O)cc1 was read as ATXN viability inactive, TGFb inhibitor 2%, HepG2 viability -15%, EPAC2 antag 7%, Nrf2 activator 1.6%, ATXN2 expr inh -34%, Nrf2 inh inconclusive, MCF10A rereplic -1% and A549 viability -2%.
CC1(C)N=C(C(=O)c2ccccc2)N(O)C1(C)O (configuration not stated) was read as ATXN viability inactive, TGFb inhibitor -2%, HepG2 viability -4%, EPAC2 antag 0%, Nrf2 activator 1.8%, ATXN2 expr inh -11%, Nrf2 inh 8%, MCF10A rereplic -5% and A549 viability -3%.
`N#CC(=C1Nc2ccccc2N1)S(=O)(=O)c1ccccc1` gave ATXN viability inactive, TGFb inhibitor -30%, HepG2 viability -28%, EPAC2 antag -3%, Nrf2 activator 3.0%, ATXN2 expr inh -2%, Nrf2 inh inconclusive, MCF10A rereplic 19% and A549 viability 2%.
O=C(COC(=O)CSc1ccc(F)cc1)NC1CCCCCC1 was read as ATXN viability inactive, TGFb inhibitor 8%, HepG2 viability 6%, EPAC2 antag -16%, Nrf2 activator 0.7%, ATXN2 expr inh -4%, Nrf2 inh 12%, MCF10A rereplic 14% and A549 viability 1%.
`CN1CCN(C(=O)C2(NC(=O)Nc3ccccc3Cl)CCCCC2)CC1` gave ATXN viability inactive, TGFb inhibitor -8%, HepG2 viability 9%, EPAC2 antag 1%, Nrf2 activator -1.2%, ATXN2 expr inh -2%, Nrf2 inh -2%, MCF10A rereplic 1% and A549 viability -4%.
`O=c1cc(C(F)(F)F)nc(-c2ccccc2)[nH]1` gave ATXN viability inactive, TGFb inhibitor 1%, HepG2 viability -4%, EPAC2 antag 5%, Nrf2 activator -0.3%, ATXN2 expr inh -5%, MCF10A rereplic 8% and A549 viability 16%.
Screening COc1ccc(-c2nc3ccc(C)cc3c(=O)o2)cc1OC returned ATXN viability inactive, TGFb inhibitor 19%, HepG2 viability -23%, EPAC2 antag -1%, Nrf2 activator 0.1%, ATXN2 expr inh -3%, Nrf2 inh 3%, MCF10A rereplic 1% and A549 viability -1%.
